NTR1 agonist: agonists of NTR1, primary screen, imaging, U2OS cells, beta-arrestin-GFP, high content (AID 493036); Neurotensin receptor type 1 (Homo sapiens), P30989; NTR1-U2OS beta-arrestin-GFP spot imaging, agonist mode; activation, % at 20 µM; 0.17% of 330,000 active;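 active = activation at or above 40% of the spot to cytoplasm intensity ratio, with at least 20 cells analyzed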;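 note: 0% = DMSO without peptide and 100% = 100 nM NTR1 peptide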
Target sequence (P30989 whole entry, looked up): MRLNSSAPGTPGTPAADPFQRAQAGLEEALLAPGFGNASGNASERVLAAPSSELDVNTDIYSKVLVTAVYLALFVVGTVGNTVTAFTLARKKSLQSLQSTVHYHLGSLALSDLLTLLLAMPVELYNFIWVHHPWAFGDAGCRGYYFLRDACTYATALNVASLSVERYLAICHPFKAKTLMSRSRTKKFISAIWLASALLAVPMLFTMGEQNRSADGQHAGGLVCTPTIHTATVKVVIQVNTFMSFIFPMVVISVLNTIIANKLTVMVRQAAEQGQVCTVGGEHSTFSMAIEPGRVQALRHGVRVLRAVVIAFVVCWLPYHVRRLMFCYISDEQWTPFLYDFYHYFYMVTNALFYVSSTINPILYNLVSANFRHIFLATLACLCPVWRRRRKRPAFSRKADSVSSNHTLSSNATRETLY
GPR35 antagonists: GPR35 antagonists blocking zaprinast-driven arrestin recruitment, primary screen, imaging, U2OS, beta-arrestin-GFP, zaprinast agonist (AID 2058) | G-protein coupled receptor 35 (Homo sapiens) | U2OS GPR35 beta-arrestin-GFP translocation imaging, zaprinast antagonism; higher % means a stronger effect | inhibition, % at 10 µM; hits with a dose series show IC50 in µM | 0.052% of 290,000 active;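 active = inhibition of at least 50% with at least 30 cells and total cytoplasm GFP at most 10,000,000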
Rac1 GTP hydrolysis: MgcRacGAP GTPase-activating activity inhibitors, confirmation, biochemical, ADP Hunter fluorescence; MgcRacGAP-stimulated Rac1 GTP hydrolysis, ADP Hunter fluorescence; higher % means a stronger effect; GST-tagged Rac1 F28L mutant substrate; inhibition, % at 30 µM; hits with a dose series show IC50 in µM; 0.6% of 340,000 active;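 active = first-screen hits whose inhibition reached a set limit at any dose in the follow-up dose series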;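 note: fluorescence reports GDP produced by GAP-driven GTP hydrolysis; strong numbers were not always called active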
PhoP inhibition: inhibitors of PhoP regulon expression, primary screen, Salmonella Typhimurium, GFP reporter (AID 1863); S. Typhimurium PhoP-regulated promoter GFP reporter, 4 h; higher % means a stronger effect; one-dose inhibition, % at 50 µM; IC50 in µM for titrated hits; 0.16% of 300,000 active;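 active = inhibition over 29.93%, a cutoff 3 SD above the screen mean, later confirmed by dose response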;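 note: 0% = low Mg2+ inducing control and 100% = high Mg2+ repressing control; strong numbers were not always called active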
HIV fusion peptide: inhibitors of HIV fusion peptide binding, primary screen, biochemical, uHTS, fluorescence dequenching (AID 1986); cell-free peptide binding, fluorescence dequenching, 30 min; higher % means a stronger effect; inhibition, % at 20 µM, or IC50 in µM where a hit was titrated; 0.3% of 290,000 active; in the data active = inhibition mostly above about 52%, no sharp cut-off; inactive = mostly below about 76%; note: some results filed as inactive read as strong as hits
Myeloid diff MLP: induction of myeloid progenitor differentiation, primary screen, cell-based, flow cytometry, MLPCN library; 1% of 360,000 active; ER-HoxA9 myeloid progenitors, lysozyme-GFP differentiation; calls only at 10 µM;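 active = normalized GFP-positive differentiation at or above the plate's own cutoff, the solvent-only control mean plus 3 SD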;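 note: cells exposed to compound for four days before flow analysis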
LYP phosphatase: inhibitors of LYP phosphatase, biochemical, fluorescence intensity, uHTS (AID 1779); inhibition, % at 11.5 µM, or IC50 in µM where a hit was titrated; recombinant LYP phosphatase, fluorescence intensity; higher % means a stronger effect; 0.054% of 290,000 active; in the data active = inhibition above about 50%;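 note: plate controls were vehicle with enzyme for no effect and no enzyme for full effect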
SIAH1 antagonists: Siah-1 peptide-binding antagonists, primary screen, biochemical, fluorescence polarization, rhodamine-plectin, uHTS (AID 1817); E3 ubiquitin-protein ligase SIAH1 (Homo sapiens); Siah-1 / rhodamine-plectin peptide fluorescence polarization; higher % means a stronger effect; one-dose displacement, % at 20 µM; IC50 in µM for titrated hits; 0.02% of 290,000 active;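 active = displacement of at least 50% at 20 µM, with a fluorescence ratio check between 0.3 and a set limit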;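 note: plate controls were Siah plus tracer with DMSO for no effect and tracer alone without Siah for full effect; strong numbers were not always called active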
GPR55 antagonists: GPR55 antagonists blocking LPI-driven arrestin recruitment, primary screen, imaging, U2OS, beta-arrestin-GFP, LPI agonist (AID 2013); G-protein coupled receptor 55 (Homo sapiens); U2OS GPR55 beta-arrestin-GFP translocation imaging, LPI antagonism; higher % means a stronger effect; inhibition, % at 10 µM, or IC50 in µM where a hit was titrated; 0.13% of 290,000 active;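 active = spots per cell inhibited over 60%, with over 100 cells counted and total cytoplasm intensity under 500,000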;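 note: U2OS cells stably carrying GPR55 and arrestin-GFP stimulated by 5 µM LPI near EC80; imaged beta-arrestin-GFP aggregate spots per cell after agonist stimulation; plate controls were LPI-stimulated DMSO wells for no effect and DMSO wells without LPI for full effect; some results filed as inactive read as strong as hits; confirmed hits need IC50 under 10 µM and bright autofluorescent wells are also inconclusive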
NTR1 agonist cell count 20 µM: also measured in NTR1 agonist; calls as there; cell count; measured here: cell count, cytotoxicity flag
Myeloid diff MLP GFP+ MAC1+ %: further read-out of Myeloid diff MLP, marked with its call; GFP+ MAC1+ double positive, %; measured here: differentiation confirmed by MAC1 staining
An asterisk follows results filed as active.

For CCC(Sc1ncccc1C(=O)O)C(=O)N1CCCC1 (centres undefined) the results were NTR1 agonist 2.5, GPR35 antagonists -10.7%, Rac1 GTP hydrolysis 1.4%, PhoP inhibition -12.7%, HIV fusion peptide 0.6%, Myeloid diff MLP inactive, LYP phosphatase 2.5%, SIAH1 antagonists -3.9%, GPR55 antagonists 6.9%, NTR1 agonist cell count 20 µM 75 and Myeloid diff MLP GFP+ MAC1+ % 16.5.
Screening COc1ccc(S(=O)(=O)N2CCN(C(=S)NC3CCCCC3)CC2)cc1 returned NTR1 agonist 1.9, GPR35 antagonists 1.8%, Rac1 GTP hydrolysis 2.4%, PhoP inhibition 6.0%, HIV fusion peptide -0.8%, Myeloid diff MLP inactive, LYP phosphatase 7.0%, SIAH1 antagonists -0.9%, GPR55 antagonists 6.5%, NTR1 agonist cell count 20 µM 31 and Myeloid diff MLP GFP+ MAC1+ % 0.2.
Screening CCOc1ccc2nc(NC(=O)CSc3nnc(-c4ccncc4)n3CC3CCCO3)sc2c1 (centres undefined) returned NTR1 agonist -1.4, GPR35 antagonists -15.7%, Rac1 GTP hydrolysis 6.1%, HIV fusion peptide 5.0%, Myeloid diff MLP inactive, LYP phosphatase -6.4%, SIAH1 antagonists -5.8%, GPR55 antagonists 6.5%, NTR1 agonist cell count 20 µM 78 and Myeloid diff MLP GFP+ MAC1+ % 0.5.
`O=C(Nc1ccc(Cl)cc1)c1csc(-c2ccccc2)n1` gave NTR1 agonist 5.6, GPR35 antagonists 7.6%, Rac1 GTP hydrolysis 4.3%, PhoP inhibition -6.4%, HIV fusion peptide 0.8%, Myeloid diff MLP inactive, LYP phosphatase -3.8%, SIAH1 antagonists -2.0%, GPR55 antagonists -10.3%, NTR1 agonist cell count 20 µM 79 and Myeloid diff MLP GFP+ MAC1+ % 1.6.
COc1cc(C(=O)NC2CCN(Cc3nnnn3Cc3ccc(F)cc3)CC2)cc(OC)c1OC was read as NTR1 agonist 1.3, GPR35 antagonists 6.8%, Rac1 GTP hydrolysis 5.0%, PhoP inhibition -3.3%, HIV fusion peptide -0.4%, Myeloid diff MLP inactive, LYP phosphatase -5.1%, SIAH1 antagonists -2.1%, GPR55 antagonists -3.7%, NTR1 agonist cell count 20 µM 40 and Myeloid diff MLP GFP+ MAC1+ % 0.2.
`CCOC(=O)c1csc(NC(=O)CN2CCOCC2)n1` gave NTR1 agonist -1.8, GPR35 antagonists -5.2%, Rac1 GTP hydrolysis 8.8%, PhoP inhibition -3.5%, HIV fusion peptide 2.3%, Myeloid diff MLP inactive, LYP phosphatase -10.7%, SIAH1 antagonists 4.7%, GPR55 antagonists -5.6%, NTR1 agonist cell count 20 µM 78 and Myeloid diff MLP GFP+ MAC1+ % 1.0.
Cc1ccc(-c2nn(C)c(=O)c3ccccc23)cc1CNC(=O)/C=C/c1ccccc1 was read as NTR1 agonist 1.9, GPR35 antagonists -2.6%, Rac1 GTP hydrolysis 0.7%, PhoP inhibition -3.2%, HIV fusion peptide 2.8%, Myeloid diff MLP inactive, LYP phosphatase 4.6%, SIAH1 antagonists -4.1%, GPR55 antagonists 12.4%, NTR1 agonist cell count 20 µM 99 and Myeloid diff MLP GFP+ MAC1+ % 0.4.
CC(C(=O)NCC1CCCCC1)N(C)Cc1ccc(Cl)cc1 (centres undefined) was read as NTR1 agonist 2.0, GPR35 antagonists -17.0%, Rac1 GTP hydrolysis 10.0%, PhoP inhibition 5.6%, HIV fusion peptide -2.3%, Myeloid diff MLP inactive, LYP phosphatase -6.2%, SIAH1 antagonists 3.7%, GPR55 antagonists 13.3%, NTR1 agonist cell count 20 µM 68 and Myeloid diff MLP GFP+ MAC1+ % 0.3.
For CCc1ccc(S(=O)(=O)N2CCN(Cc3ccco3)CC2)cc1 the results were NTR1 agonist -0.1, GPR35 antagonists 8.5%, Rac1 GTP hydrolysis 6.8%, PhoP inhibition 3.5%, HIV fusion peptide 0.3%, Myeloid diff MLP inactive, LYP phosphatase -9.9%, SIAH1 antagonists 0.2%, GPR55 antagonists 5.6%, NTR1 agonist cell count 20 µM 61 and Myeloid diff MLP GFP+ MAC1+ % 0.5.
Cc1c(NC(=O)CSc2nc3ccc(Cl)cc3[nH]2)c(=O)n(-c2ccccc2)n1C was read as NTR1 agonist -1.5, GPR35 antagonists 13.9%, Rac1 GTP hydrolysis 12.4%, PhoP inhibition -2.1%, HIV fusion peptide -0.2%, Myeloid diff MLP inactive, LYP phosphatase -0.2%, SIAH1 antagonists -5.3%, GPR55 antagonists -1.4%, NTR1 agonist cell count 20 µM 40 and Myeloid diff MLP GFP+ MAC1+ % 0.9.
For S=c1[nH]cc(Cc2ccccc2)s1 the results were NTR1 agonist 0.9, GPR35 antagonists -13.3%, Rac1 GTP hydrolysis 0.7%, PhoP inhibition 7.0%, HIV fusion peptide 0.5%, Myeloid diff MLP inactive, LYP phosphatase -3.6%, SIAH1 antagonists 2.3%, GPR55 antagonists 10.2%, NTR1 agonist cell count 20 µM 44 and Myeloid diff MLP GFP+ MAC1+ % 1.7.
Screening CC1CCN(S(=O)(=O)c2cccc(C(=O)Nc3nncs3)c2)CC1 returned NTR1 agonist -0.4, GPR35 antagonists -10.1%, Rac1 GTP hydrolysis 5.5%, PhoP inhibition -7.2%, HIV fusion peptide 2.2%, Myeloid diff MLP inactive, LYP phosphatase -4.2%, SIAH1 antagonists -2.1%, GPR55 antagonists 16.4%, NTR1 agonist cell count 20 µM 57 and Myeloid diff MLP GFP+ MAC1+ % 2.1.
For Cc1cccc(CN2CCc3c(OCC(=O)N4CCCc5ccccc54)cccc3C2=O)c1 the results were NTR1 agonist 12.8, GPR35 antagonists -7.5%, Rac1 GTP hydrolysis 3.6%, PhoP inhibition -4.9%, HIV fusion peptide -2.9%, Myeloid diff MLP inactive, LYP phosphatase 14.7%, SIAH1 antagonists 1.2%, GPR55 antagonists -5.3%, NTR1 agonist cell count 20 µM 46 and Myeloid diff MLP GFP+ MAC1+ % 1.4.
`COCCNC(=O)/C(C#N)=C/c1ccc(O)c([N+](=O)[O-])c1` gave NTR1 agonist 1.4, GPR35 antagonists 5.6%, Rac1 GTP hydrolysis 0.5%, PhoP inhibition 3.4%, HIV fusion peptide -0.5%, Myeloid diff MLP inactive, LYP phosphatase 9.9%, SIAH1 antagonists -5.0%, GPR55 antagonists -4.2%, NTR1 agonist cell count 20 µM 32 and Myeloid diff MLP GFP+ MAC1+ % 0.5.
COc1ccc(NC(=O)CSc2nc(C3CC3)nc3ccccc23)c(OC)c1 was read as NTR1 agonist 0.9, GPR35 antagonists -8.4%, Rac1 GTP hydrolysis 6.9%, PhoP inhibition 14.1%, HIV fusion peptide -0.4%, Myeloid diff MLP inactive, LYP phosphatase -7.0%, SIAH1 antagonists 10.0%, GPR55 antagonists -4.4%, NTR1 agonist cell count 20 µM 41 and Myeloid diff MLP GFP+ MAC1+ % 6.5.
`CCCc1cc(=O)[nH]c(SCC(=O)Nc2cccc3ccccc23)n1` gave NTR1 agonist -1.0, GPR35 antagonists -5.4%, Rac1 GTP hydrolysis 0.9%, PhoP inhibition -2.3%, HIV fusion peptide 3.3%, LYP phosphatase -6.9%, SIAH1 antagonists 13.0%, GPR55 antagonists 1.7% and NTR1 agonist cell count 20 µM 39.
Screening CC(C)[C@@H](CO)NC(=O)c1ccc2c3n(nc2c1)-c1ccccc1CO3 returned NTR1 agonist -1.1, GPR35 antagonists -8.1%, Rac1 GTP hydrolysis 7.9%, PhoP inhibition 2.7%, HIV fusion peptide -1.5%, Myeloid diff MLP inactive, LYP phosphatase -6.1%, SIAH1 antagonists -0.5%, GPR55 antagonists -8.9%, NTR1 agonist cell count 20 µM 66 and Myeloid diff MLP GFP+ MAC1+ % 1.4.
For CCCCNC(=O)O[C@@H]1C[C@@H]2CCN3C(=O)CCC[C@H]([C@H]1CC)[C@H]23 the results were NTR1 agonist -0.4, GPR35 antagonists 9.6%, Rac1 GTP hydrolysis 10.5%, PhoP inhibition -5.3%, HIV fusion peptide 0.2%, Myeloid diff MLP inactive, LYP phosphatase -15.6%, SIAH1 antagonists -2.9%, GPR55 antagonists -17.6%, NTR1 agonist cell count 20 µM 50 and Myeloid diff MLP GFP+ MAC1+ % 1.7.
COc1ccc(CNc2cccc(F)c2)cc1Br was read as NTR1 agonist 4.3, GPR35 antagonists 12.0%, Rac1 GTP hydrolysis 4.0%, PhoP inhibition 6.3%, HIV fusion peptide -1.0%, Myeloid diff MLP inactive, LYP phosphatase -4.0%, SIAH1 antagonists 4.4%, GPR55 antagonists 26.5%, NTR1 agonist cell count 20 µM 61 and Myeloid diff MLP GFP+ MAC1+ % 6.1.
Cc1ccccc1-n1nnnc1SCC(N)=O was read as NTR1 agonist 1.8, GPR35 antagonists -2.1%, Rac1 GTP hydrolysis 6.5%, PhoP inhibition -8.7%, HIV fusion peptide 1.6%, Myeloid diff MLP inactive, LYP phosphatase -7.7%, SIAH1 antagonists -1.4%, GPR55 antagonists 31.3%, NTR1 agonist cell count 20 µM 44 and Myeloid diff MLP GFP+ MAC1+ % 1.1.
Screening Cc1c(NS(=O)(=O)c2cccc3nsnc23)c(=O)n(-c2ccccc2)n1C returned NTR1 agonist 0.6, GPR35 antagonists 1.1%, Rac1 GTP hydrolysis 1.8%, PhoP inhibition -1.5%, HIV fusion peptide -1.9%, Myeloid diff MLP inactive, LYP phosphatase 0.2%, SIAH1 antagonists -4.3%, GPR55 antagonists 3.5%, NTR1 agonist cell count 20 µM 52 and Myeloid diff MLP GFP+ MAC1+ % 0.6.
`CCc1ccccc1NC(=O)c1cc(=O)c2ccccc2o1` gave NTR1 agonist 0.9, GPR35 antagonists 0.8%, Rac1 GTP hydrolysis -13.4%, PhoP inhibition -9.3%, HIV fusion peptide 1.1%, Myeloid diff MLP inactive, LYP phosphatase -4.9%, SIAH1 antagonists -3.9%, GPR55 antagonists -4.5%, NTR1 agonist cell count 20 µM 75 and Myeloid diff MLP GFP+ MAC1+ % 0.2.
